Screens (PubChem BioAssay)
G6PDH CS: L. mesenteroides G6PDH inhibitors, counter-screen for G6PDH-coupled screening assays, biochemical, Leuconostoc mesenteroides enzyme | AID 1020, 2008 | Purified L. mesenteroides G6PDH, diaphorase/resazurin coupled fluorescence, 45 min | inhibition, % at 5 µM | actives 0.12% (n = 200,000); in the data active = inhibition above about 50%
PMI activator: activators of human PMI, primary screen, biochemical, fluorescence intensity, near-Km mannose 6-phosphate. actives 0.005% (n = 190,000). purified human PMI, coupled resazurin fluorescence, 20 min; active compounds read high; 1 = vehicle control, 0 substrate-free wells. activation factor at 20 µM;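 active = activation factor of 2 or more at 20 µM, relative to plate controls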
Target sequence (P34949 whole entry, looked up): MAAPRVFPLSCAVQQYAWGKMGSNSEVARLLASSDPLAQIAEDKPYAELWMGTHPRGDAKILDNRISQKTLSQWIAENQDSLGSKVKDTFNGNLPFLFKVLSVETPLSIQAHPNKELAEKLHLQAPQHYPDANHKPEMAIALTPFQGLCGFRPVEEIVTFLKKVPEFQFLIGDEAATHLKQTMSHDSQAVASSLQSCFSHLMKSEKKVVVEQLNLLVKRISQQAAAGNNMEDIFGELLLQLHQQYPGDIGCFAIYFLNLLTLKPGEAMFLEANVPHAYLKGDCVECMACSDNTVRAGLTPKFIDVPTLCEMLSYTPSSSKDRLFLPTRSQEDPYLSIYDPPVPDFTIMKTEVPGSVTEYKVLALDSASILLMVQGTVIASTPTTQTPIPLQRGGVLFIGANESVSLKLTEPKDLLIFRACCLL
PMI act hi M6P: human PMI activators, high substrate, primary screen, biochemical, fluorescence intensity, near-saturating mannose 6-phosphate; Mannose-6-phosphate isomerase (Homo sapiens), P34949; coupled PMI enzyme assay, resazurin fluorescence, 20 min; active compounds read high; 1 = untreated enzyme, 0 = substrate-free blank; activation factor at 20 µM; actives 0.34% (n = 190,000); AID 1216, 2008;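 active = activation factor of 2 or more at 20 µM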
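Test system: human phosphomannose isomerase with PGI, G6PDH, diaphorase coupling enzymes; Amount: PMI at 15 ng/mL final; Reagent: Mannose-6-phosphate 1.0 mM (near-saturating) plus 0.22 mM NADP+; Timing: 20 min, room temperature; Technique: resorufin fluorescence at Ex 544/Em 590 nm; Dosing: 20 µM single dose.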
FLuc act counter: FLuc activators, initial screening, artefact control for FLuc-dependent activation tests, biochemical, ATPlite luminescence. activation factor at 10 µM. AID 1027, 2008. 200,000 tested, under 10 active. ATPlite luciferase biochemical, 10 min; 0 = ATP-free wells, 1 = DMSO control;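 active = luciferase activation factor, scaled between plate controls, of at least 2 with compound at 10 µM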
Target sequence (P08659 whole entry, looked up): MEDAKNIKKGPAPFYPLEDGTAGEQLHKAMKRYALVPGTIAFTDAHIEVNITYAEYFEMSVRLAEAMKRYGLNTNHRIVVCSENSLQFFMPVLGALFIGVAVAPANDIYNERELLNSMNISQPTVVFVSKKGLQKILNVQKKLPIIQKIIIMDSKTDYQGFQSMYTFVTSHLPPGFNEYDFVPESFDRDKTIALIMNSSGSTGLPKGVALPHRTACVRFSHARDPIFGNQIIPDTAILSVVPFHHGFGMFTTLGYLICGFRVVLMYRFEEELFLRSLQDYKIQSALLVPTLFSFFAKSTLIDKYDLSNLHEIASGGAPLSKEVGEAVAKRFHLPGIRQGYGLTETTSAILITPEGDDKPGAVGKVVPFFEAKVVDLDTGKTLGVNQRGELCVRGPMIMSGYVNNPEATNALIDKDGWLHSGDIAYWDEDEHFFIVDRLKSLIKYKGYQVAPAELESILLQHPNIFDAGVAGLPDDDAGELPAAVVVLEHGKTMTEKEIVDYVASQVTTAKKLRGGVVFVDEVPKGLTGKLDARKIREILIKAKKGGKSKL
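Assay system – cell-free luciferase reagent · Medium – PBS-based ATP solution · Dosing – test compounds dosed from 2 mM stocks in 100% DMSO · Timing – 10 min, room temperature · Technique – light output (luminescence) · Measure – luminescence gain marking luciferase activators · Controls – No-ATP low control, compound-free enzyme-plus-ATP high control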
Diaph inh CS: diaphorase inhibitors and chemical oxidizers, primary screen, counter-screen for diaphorase-coupled primary assays, biochemical, uHTS, resorufin fluorescence | diaphorase resazurin-to-resorufin fluorescence, NADH, 16 min; bacterial (C. kluyveri) enzyme, not human | AID 1217, 2008 | actives 0.69% (n = 190,000) | inhibition, % at 20 µM;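 active = primary screen inhibition at 20 µM above a set limit, cut at about 50% in these data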;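 also: plate controls were DMSO with full reaction for no effect and wells lacking NADH for full effect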
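Test system: diaphorase enzyme from Clostridium kluyveri; amount: diaphorase at 0.14 U/mL in enzyme working solution; detection: fluorescence of resorufin formed from resazurin, Ex 544/Em 590 nm; times: reaction incubation of 16 min at room temperature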
TNAP act hi DEA: TNAP activators at high phosphate acceptor level, primary screen, biochemical, luminescence, uHTS; Alkaline phosphatase, tissue-nonspecific isozyme (Homo sapiens), P05186; purified TNAP, CDP-star luminescence, 1 M DEA, 30 min; active compounds read high; 0 = EDTA background, 1 = DMSO-only activity; activation factor at 20 µM; 200,000 tested, under 10 active;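 active = activation factor at least 2 at 20 µM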
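Measured by: Luminescent substrate turnover signal | Test system: Human TNAP | Input: TNAP 1/800 final | Dosing: 20 µM single point | Schedule: 30 min, room temperature | Controls: EDTA wells as negative control, DMSO wells as positive control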
TNAP inh no acc: human TNAP enzyme inhibitors, primary screen, biochemical, luminescent, no phosphate acceptor, uHTS. Alkaline phosphatase, tissue-nonspecific isozyme (Homo sapiens), P05186. purified TNAP, CDP-star luminescence, 30 min. inhibition, % at 20 µM. actives 0.26% (n = 200,000). AID 1012, 2008;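 active = tissue-nonspecific alkaline phosphatase inhibition above about 50% at 20 µM in the single-dose screen, limit read from the data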;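 also: 0% = DMSO negative control and 100% = EDTA positive control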
Diaphorase act: compounds boosting diaphorase resazurin reduction – biochemical, uHTS, resorufin fluorescence, counter-screen for diaphorase-coupled primary assays, primary screen. activation factor at 20 µM. Diaphorase/resazurin coupled assay, 16 min; active compounds read high; 1 = vehicle wells, 0 = NADH-free wells. actives 0.005% (n = 190,000);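 active = diaphorase activity raised at least twofold by the compound at 20 µM; inactive = activation factor below 2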
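Measured by – red resorufin fluorescence at 544/590 nm excitation/emission · Test system – Clostridium kluyveri diaphorase, purified enzyme · Incubation – reaction time 16 min, room temperature · Buffer or medium – 50 mM HEPES pH 7.4 with 4.542 mM MgCl2, 0.005% Tween 20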
TNAP inh hi DEA: human TNAP enzyme inhibitors, primary screen, biochemical, luminescent, high phosphate acceptor level, uHTS. purified TNAP, CDP-star luminescence, 1 M DEA. inhibition, % at 20 µM. actives 0.03% (n = 200,000). Alkaline phosphatase, tissue-nonspecific isozyme (Homo sapiens), P05186;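 active = over 50% inhibition of tissue-nonspecific alkaline phosphatase at 20 µM in the single-dose screen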;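 also: plate controls were DMSO wells for no effect and EDTA-quenched wells as full inhibition for full effect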
HMGR II inh: inhibitors of E. faecalis class II HMGR, primary screen, biochemical, Enterococcus faecalis. purified E. faecalis HMGR, NADPH absorbance 340 nm kinetic. inhibition, % at 10 µM. HMG-CoA reductase (Enterococcus faecalis, mvaE). actives 0.41% (n = 190,000). AID 1066, 2008;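 active = inhibition above a set limit, the median over all tested compounds plus 3 SD, cut at about 9.5% in these data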;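 also: enzyme runs in reverse so mevalonate oxidation gives rising NADPH absorbance; 0% = complete reaction with DMSO and 100% = background rate lacking mevalonate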
* marks the source's active call; other numbers are inactive results. Compounds as they come; any-hit rate near 1.7%.

The first 7 compounds, to show the layout:
SMILES	G6PDH CS	PMI activator	PMI act hi M6P	FLuc act counter	Diaph inh CS	TNAP act hi DEA	TNAP inh no acc	Diaphorase act	TNAP inh hi DEA	HMGR II inh
[O-][N+]12CCN(CC1)c1ccccc12	2	1.1	1.1	1.1	-5	1.1	-10	1.1	-6	0
Cc1cc(C)cc(OCC(=O)Nc2ccc(S(=O)(=O)Nc3ccccn3)cc2)c1	5	0.9	0.9	1	10	1	-4	0.9	0	-9
CNS(=O)(=O)c1ccc(NC(=O)C2CC(=O)N(c3ccc(Cl)cc3)C2)cc1 (stereo not drawn)	1	1	1.1	1	16	1.1	-14	0.8	-6	0
COc1cccc(CSc2nc3ccccc3[nH]2)c1	-20	0.9	0.9	0.3	16	1	-28	0.8	0	5
Cc1ccc2oc(-c3ccc(C)c(NC(=S)NC(=O)c4cccs4)c3)nc2c1	-24	1	1.1	0.9	0	1	-6	1	1	-6
CN(c1ccccc1)S(=O)(=O)c1ccc(Cl)c(C(=O)OCC(=O)N2CCOCC2)c1	11	1	1	1.1	15	1	-6	0.9	-1	-4
NC(=O)CN1CCN(c2cccc(Cl)c2)CC1	5	1	1	1.1	7	1	1	0.9	0	5

All compounds of this part, from the start:
SMILES	G6PDH CS	PMI activator	PMI act hi M6P	FLuc act counter	Diaph inh CS	TNAP act hi DEA	TNAP inh no acc	Diaphorase act	TNAP inh hi DEA	HMGR II inh
[O-][N+]12CCN(CC1)c1ccccc12	2	1.1	1.1	1.1	-5	1.1	-10	1.1	-6	0
Cc1cc(C)cc(OCC(=O)Nc2ccc(S(=O)(=O)Nc3ccccn3)cc2)c1	5	0.9	0.9	1	10	1	-4	0.9	0	-9
CNS(=O)(=O)c1ccc(NC(=O)C2CC(=O)N(c3ccc(Cl)cc3)C2)cc1 (stereo not drawn)	1	1	1.1	1	16	1.1	-14	0.8	-6	0
COc1cccc(CSc2nc3ccccc3[nH]2)c1	-20	0.9	0.9	0.3	16	1	-28	0.8	0	5
Cc1ccc2oc(-c3ccc(C)c(NC(=S)NC(=O)c4cccs4)c3)nc2c1	-24	1	1.1	0.9	0	1	-6	1	1	-6
CN(c1ccccc1)S(=O)(=O)c1ccc(Cl)c(C(=O)OCC(=O)N2CCOCC2)c1	11	1	1	1.1	15	1	-6	0.9	-1	-4
NC(=O)CN1CCN(c2cccc(Cl)c2)CC1	5	1	1	1.1	7	1	1	0.9	0	5
Cc1nnc(-c2ccccc2)c[n+]1[O-]	4	1.1	1.1	1.1	12	1.1	-16	0.9	-7	-1
O=C(/C=C/c1ccc(Cl)cc1)NCCSc1ccccc1	0	0.9	1	1.1	14	1	-7	0.9	-4	-9
Cc1cc(NS(=O)(=O)c2ccc(NC(=O)C(C(C)C)N3C(=O)c4ccccc4C3=O)cc2)nc(C)n1 (stereo not drawn)	8	0.9	1	0.9	1	1	-2	1	1	-2
COc1cccc(Cn2c(NCc3ccco3)nc3c2c(=O)n(C)c(=O)n3C)c1	-11	0.9	1	1	4	1	-12	1	-3	-2
Cn1c(-c2ccccc2)cnc1N	6	1	1	1	5	1	-2	0.9	-2	4

Only TNAP inh no acc, for some of the entries so far:
| SMILES | TNAP inh no acc |
| --- | --- |
| Cc1cc(C)cc(OCC(=O)Nc2ccc(S(=O)(=O)Nc3ccccn3)cc2)c1 | -4 |
| COc1cccc(Cn2c(NCc3ccco3)nc3c2c(=O)n(C)c(=O)n3C)c1 | -12 |
| Cc1nnc(-c2ccccc2)c[n+]1[O-] | -16 |
| COc1cccc(CSc2nc3ccccc3[nH]2)c1 | -28 |
| Cc1cc(NS(=O)(=O)c2ccc(NC(=O)C(C(C)C)N3C(=O)c4ccccc4C3=O)cc2)nc(C)n1 (stereo not drawn) | -2 |

Remaining list, next part:
SMILES	G6PDH CS	PMI activator	PMI act hi M6P	FLuc act counter	Diaph inh CS	TNAP act hi DEA	TNAP inh no acc	Diaphorase act	TNAP inh hi DEA	HMGR II inh
Cc1ccc(Cl)cc1NC1=NC(=S)N(C(C)C)C12CCCCC2	5	0.9	1	1	12	1	-2	0.9	1	-1
CC(=O)Oc1ccc2nc(CN3C(=O)c4ccc([N+](=O)[O-])cc4C3=O)oc(=O)c2c1	7	1.1	1.1	1	17	1	-6	0.8	-1	-10
CC(C)OP(=O)(OC(C)C)C(Nc1ccccc1)c1ccccc1C(F)(F)F (stereo not drawn)	9	0.8	0.9	1	24	1	-10	0.8	4	0
O=C(OCc1csc(-c2ccccc2)n1)c1ccccc1O	0	0.9	0.9	0.9	10	1	-9	0.9	-4	1
CCNC(=S)NCCN1CCCCC1	2	1.1	1.1	1.1	10	1	-12	0.9	-2	-3
CN(/C=C1/C(=O)CNC1=O)CCO	14	1	1	1	-4	1	-12	1	0	-9
COCCCN1C(=O)/C(=C/c2ccc(CNS(=O)(=O)c3ccccc3)o2)C(C(=O)OC)=C1C	6	1.2	1	1.1	24	0.9	13	0.8	8	-6
CCn1c(SCC(=O)Nc2cccc(C)n2)nnc1-c1ccco1	-1	1	1	1.1	8	1	-9	0.9	-2	-1
COc1ccccc1C/C(N)=N/OC(=O)COc1cc(C)cc(C)c1C	-1	0.9	0.9	1.1	19	1	-12	0.8	-2	6
CCOC(=O)c1cc(=O)n2nc(-c3ccc(C)cc3)nc2s1	3	1	1	0.9	15	1.1	-11	0.8	-9	-7
CC1(C)NC(=O)N(CC(=O)OCC(=O)Nc2cc(S(=O)(=O)N3CCCCC3)ccc2Cl)C1=O	-5	1.3	1.2	1.1	9	1	-8	0.9	-4	-6
CC(C)COC(=O)c1ccccc1N1C(=O)C2C3CCC(C3)C2C1=O (stereo not drawn)	9	0.9	0.8	1	7	1	-3	0.9	0	-1
COc1ccc(C2=NOC(C(=O)NCc3ccccc3)C2)cc1 (stereo not drawn)	2	1.1	1	1	-8	1.1	-1	1.1	-7	-5
Cc1ccc(CNC(=O)Cc2nc3nc(C)cc(C)n3n2)cc1	-8	1	1.1	1.1	0	1	-9	1	-4	4
O=C(CSc1ccc(Cl)cc1)N1CCC(c2nc3ccccc3s2)CC1	6	1	1	1.1	16	1	9	0.8	-1	-2
CC1CN(c2nc3c(c(=O)n(C)c(=O)n3C)n2Cc2c(F)cccc2Cl)CC(C)O1 (stereo not drawn)	0	1.1	1	1	7	1	-7	0.9	0	-2
O=C(Oc1ccc2c3c(c(=O)oc2c1)CCCC3)c1ccco1	7	0.8	0.9	0.9	11	1	-6	0.9	-2	-5
O=c1cc(-c2ccccc2)[nH]n1-c1ccc([N+](=O)[O-])cc1	2	1.1	1.1	1	8	1	-5	0.9	2	-2
Cc1cc(NC(=O)c2ccc(Cl)cc2Cl)n(CCC#N)n1	-4	1.1	1	0.9	7	1	-9	0.9	3	0
CCC(C)OC(=O)C1=C(C)OC23OC(N)=C(C#N)C12C(=O)c1ccccc13 (stereo not drawn)	4	0.8	0.7	1.1	27	1	3	0.7	3	-1
Cc1c(NC(=O)c2ccc3c4c(cccc24)CC3)c(=O)n(-c2ccccc2)n1C	-2	0.8	1	1	18	1	-7	0.8	1	-1
CCOC(=O)c1ccc(NC(=O)CC2C(=O)N(c3cccc(OC)c3)C(=O)N2CCOC)cc1 (stereo not drawn)	0	0.9	1	1.1	14	1.1	-6	0.9	-7	2
COc1cc2c(C(=O)NCCCN3CCN(c4cccc(Cl)c4)CC3)cn(C)c(=O)c2cc1OC	2	0.8	0.9	1.1	10	1	-10	0.9	-4	-2
Cn1c(=O)c2c(ncn2CC(=O)OCC(=O)Nc2cccc(Cl)c2)n(C)c1=O	16	1.2	1.1	1.1	27	1.1	-16	0.7	-7	-7
COc1ccc(C(=O)N(CN2CCCC2=O)c2ccccc2OC)cc1OC	15	0.8	0.8	1	15	1	-8	0.8	-2	-2
CCOC(=O)N1CCN(C(=O)c2ccc(N3C(=O)c4ccccc4C3=O)cc2)CC1	-2	1	1	1	3	1	-11	1	-4	2
CCOc1ccc(Oc2nc(Nc3ccc(C)cc3)nc(N(C)C)n2)nn1	5	1	1.1	1.1	2	1.1	-7	1	-7	-5
Cc1ccc(NC(=O)c2ccccc2NC(=O)CCC(=O)O)cc1	12	1	1	1	1	1	-10	1	-5	-3
CCN1CCN(C2CC(=O)NC2=O)CC1 (stereo not drawn)	-2	1	1.1	1	-3	1	-2	1	1	-6
COc1ccc(NS(=O)(=O)Cc2ccccc2Cl)cn1	10	1	1	1.1	2	0.9	24	1	12	0
CCC(C)(C)NC(=O)C(c1cccnc1)N(C(=O)c1csnn1)c1ccc(C)cc1 (stereo not drawn)	4	1.1	1	1	-17	1	-6	1.2	-4	2
Cc1cc(=O)oc2cc(OCC(O)CN3CCN(c4ccccc4)CC3)ccc12 (stereo not drawn)	-2	0.9	0.9	1	9	1	-8	0.9	-2	1
COc1cc2c(C(=O)NC3CCCCCC3)cn(C)c(=O)c2cc1OC	8	1	1.1	1	1	1	-9	1	-4	3
C(=N\Nc1nc(-c2ccccc2)cs1)/c1cccs1	-38	0.9	0.9	0.9	7	1	-15	0.9	4	-2
CCCCc1nn(-c2cc(Cl)ccc2OC)c2c1C(=O)CC(C)(C)C2	0	1	1	1	20	1	-13	0.8	-2	1
CCNC(=O)CSc1nnc(CN2CCCCCC2=O)n1-c1ccccn1	11	1.1	1.1	1.1	10	1	0	0.9	-4	-3
Cc1ccc2c(c1)c(C)cc(=O)n2CCC(=O)O	-2	0.9	0.9	1	24	1.1	-8	0.8	-8	6
